# Cardio protect: myocardial damage modulation in H9c2 cells; H9c2 cardiomyocytes, H2O2 injury protection, ATPLite, 2 h; protection from H2O2 cell death, % at 20 µM; 360,000 tested, 0.63% active; AID 588492;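 active means compounds giving at least 50% protection of heart cells from peroxide-induced death in the single-dose screen, raw or plate-pattern-corrected value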;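 further: 0% = DMSO wells with peroxide and 100% = DMSO wells without peroxide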
# ABHD5-PLIN5 inh: blocks binding of human ABHD5 to perilipin-5; Split G. princeps luciferase complementation, luminescence, 4 h; inhibition, % at 4 µM; Q00G26+Q8WTS1; 360,000 tested, 0.78% active;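 active means inhibition above the mean inhibition across every tested compound plus 3 SD, cut at about 22% in these data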;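 further: 0% = DMSO only wells and the 100% control is not disclosed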
# Glyco luc inh: N-linked glycosylation inhibition; reporter increase, % at 12.5 µM; 360,000 tested, 0.23% active; D54 ERlucT glycosylation luciferase reporter, 24 h; percent of 100 nM tunicamycin response;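 active means mean luciferase reporter signal, scaled so untreated is 0 and the glycosylation-blocking control 100, at or above a set limit in every replicate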;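 further: luciferase carries N-glycosylation sites so blocking glycosylation raises the light; 0% = median of neutral control wells and 100% = median of 100 nM tunicamycin wells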
# HTR2A ag: activates the mouse 5-HT2A serotonin receptor. P35363. CHO-K1 mHTR2A beta-arrestin complementation, luminescence; percent of 30 µM serotonin response. activation, % at 7.6 µM. 360,000 tested, 0.66% active. AID 624169;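 active means activation above a run cutoff, the mean activation of all tested compounds plus 3 SD, cut at about 14% in these data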;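 further: 0% = plate median of compound wells and 100% = 30 µM serotonin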
# Target sequence (P35363 whole entry, looked up): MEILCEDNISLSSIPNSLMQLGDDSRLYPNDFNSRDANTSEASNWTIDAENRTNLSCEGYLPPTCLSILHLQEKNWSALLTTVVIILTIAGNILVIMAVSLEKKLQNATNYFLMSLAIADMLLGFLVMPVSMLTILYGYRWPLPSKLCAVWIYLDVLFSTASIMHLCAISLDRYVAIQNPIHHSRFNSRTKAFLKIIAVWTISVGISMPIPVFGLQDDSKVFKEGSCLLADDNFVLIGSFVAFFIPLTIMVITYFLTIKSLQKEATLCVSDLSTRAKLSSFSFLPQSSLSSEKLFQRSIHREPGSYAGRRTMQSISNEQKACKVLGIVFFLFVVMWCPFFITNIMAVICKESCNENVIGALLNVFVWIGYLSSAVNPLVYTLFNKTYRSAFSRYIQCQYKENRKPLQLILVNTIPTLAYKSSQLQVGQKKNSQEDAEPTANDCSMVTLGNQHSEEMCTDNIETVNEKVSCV
# MC4R antagonist: human MC4R antagonism in cAMP assay; P32245; MC4R-expressing cells, MTII-stimulated cAMP, LANCE TR-FRET; inhibition, % at 6.5 µM; 360,000 tested, 0.48% active;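 active means inhibition above its plate's cutoff, the mean of tested wells on that plate plus 3 SD, cut at about 29% in these data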;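 further: 0% = Melanotan II alone and 100% = Melanotan II plus saturating MCL0020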
# Target sequence (P32245 whole entry, looked up): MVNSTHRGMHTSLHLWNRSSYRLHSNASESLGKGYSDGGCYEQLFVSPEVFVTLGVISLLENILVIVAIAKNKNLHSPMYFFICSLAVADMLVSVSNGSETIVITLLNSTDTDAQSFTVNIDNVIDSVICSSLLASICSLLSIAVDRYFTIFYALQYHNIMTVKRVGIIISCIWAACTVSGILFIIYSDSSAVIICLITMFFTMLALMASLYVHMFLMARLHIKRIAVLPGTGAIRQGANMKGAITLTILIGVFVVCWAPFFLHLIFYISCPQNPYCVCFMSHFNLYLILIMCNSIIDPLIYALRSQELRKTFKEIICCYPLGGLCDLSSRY
#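 system = U2OS cells with stable human MC4R expression | also added = Melanotan II challenge after compound preincubation | dosing = one concentration, 6.5 µM nominal | incubation = compound 30 min, challenge 1 h, detection 1 h | measured by = TR-FRET with Eu-cAMP and labeled anti-cAMP, 671 nm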
# CaV13 ICDI inh: Disruptors of the CACNA1D IQ motif to Ca2+-dependent inactivation inhibitor domain association, primary screening, Förster resonance energy transfer in intact living … | 340,000 tested, 0.098% active | inhibition, % at 12.3 µM | HEK cells, CFP/YFP FRET ICDI-IQ, plate reader, 10 min; percent FRET-ratio fall versus neutral wells;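 active means mean replicate inhibition of at least 30% and at least 1% of replicates passing that level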;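 further: 0% = median of the neutral control wells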
# MC4R barr agon: activates human MC4R beta-arrestin recruitment | P32245 | U2OS MC4R beta-arrestin complementation, luminescence; percent of melanotan II response, DMSO zero | activation, % at 8.9 µM | 360,000 tested, 0.98% active | AID 540308;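 active means activation above a per-plate cutoff, the mean activation of sample wells on that plate plus 3 SD, cut at about 8% in these data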
# ABCB6 inh 2: blocks the human ABCB6 transporter | Q9NP58 | K562-ABCB6 porphyrin accumulation, flow cytometry, 1 h; stronger effect = lower value | fluorescence ratio to DMSO, % at 10 µM | 360,000 tested, 0.19% active | AID 602162;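 active means fluorescence ratio to DMSO below 75%, the collection mean minus 3 SD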;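 further: signal is porphyrin accumulated inside mitochondria; 100% equals median channel fluorescence of DMSO control wells; lower ratio means ABCB6 inhibition with less porphyrin fluorescence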
# PDI inh: inhibitors of human protein disulfide isomerase | P07237 | PDI insulin aggregation turbidity, A650, 90 min | inhibition, % at 10 µM | 350,000 tested, 0.052% active;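 active means mean inhibition across replicates of 30% or more, whatever share of single replicates reach that level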;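 further: absorbance from insulin aggregation driven by PDI reduction with DTT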
# Granule exo inh: blocks lytic granule exocytosis. TALL-104 LAMP-1 surface exposure, flow cytometry; cells stimulated with thapsigargin and PMA. 360,000 tested, 0.66% active. inhibition, % at 10 µM. AID 651702;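 active means inhibition above about 55%, limit read from the data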
# * hit, by the source's call; i = inactive; nt = not tested or not shown.
SMILES,Cardio protect,ABHD5-PLIN5 inh,Glyco luc inh,HTR2A ag,MC4R antagonist,CaV13 ICDI inh,MC4R barr agon,ABCB6 inh 2,PDI inh,Granule exo inh
CC1(C(=O)N(CC(=O)NC2CCCC2)C2CCCC2)CC(=O)N=C2C=CC=CN21 (stereo unspecified),-1,2,0,3,-2,-9,-0.3,98,3,0
Cn1ncc(Br)c1C(=O)NC1CCCCC1,4,0,-4,3,-5,-8,-2.3,95,-1,-4
COc1ccc(C2=NOC(CNC(N)=S)C2)cc1 (stereo unspecified),0,-2,-7,0,1,-5,-2.7,94,7,-2
COc1ccc(CC(=O)Nc2cccc(C(=O)O)c2C)cc1,10,3,1,-3,0,-8,0.8,96,-5,4
Cn1c(=O)cc(OCCCC(=O)Nc2ccccn2)c2ccccc21,14,0,21,-4,7,-4,-2.1,93,5,4
CC(C)c1ccc(-c2nn[nH]n2)cc1,-9,-7,2,-5,7,-6,-1.2,100,-3,22
Cc1cc(OCC(F)(F)C(F)(F)C(F)(F)C(F)(F)C(F)(F)C(F)F)nc(N)n1,-13,-2,5,3,2,-4,0.2,86,9,8
CC(=O)c1ccc(-n2nnnc2SCC(=O)NC2CCCCC2)cc1,-3,-4,0,0,11,-6,1.1,102,4,-1
CCc1cc(=O)oc2cc(C)cc(OCC(=O)NCC(O)c3ccccc3)c12 (stereo unspecified),10,4,3,4,8,-15,-2.0,101,-4,-2
CC1(C)[C@H]2CC[C@]1(C)[C@@H](OC(=O)C[N+]1(C)CCOCC1)C2,3,5,1,7,2,-4,1.1,99,2,11
CCCNC(=O)c1ccc(N2CCC3(CC2)CC(c2ccccc2)=NO3)c(NC(=O)c2cccc(C)c2)c1,10,9,-6,6,10,-10,-1.1,93,-10,8
CCOc1ccc(CCNC(=O)c2cccc(C#N)c2)cc1OCC,1,5,-2,6,0,-1,2.0,103,-2,-3
CC(C)(C)c1cc(CCC(=O)NCc2ccccn2)cc(C(C)(C)C)c1O,11,-1,1,6,2,-4,1.9,96,-3,1
O=C(O)CCCN1C(=O)c2ccc(Oc3cccc([N+](=O)[O-])c3)cc2C1=O,-7,-4,3,-2,10,-3,1.2,99,0,-2
C#Cc1ccc([C@@H]2C=C(C(=O)N3CCOCC3)O[C@H](OCCCCO)C2)cc1,2,7,1,11,-2,-8,-0.1,96,2,17
CC(C)(C)N(Cc1ccccc1)C(=O)COC(=O)CN1C(=O)NC2(CCCC2)C1=O,-1,-1,-1,10,-1,-10,-2.0,97,2,-2
O=C(CSc1nnnn1-c1ccccc1)Nc1ccc(N2CCOCC2)cc1,2,3,0,-1,1,-4,-0.9,97,-3,-3
S=C(NCc1ccccc1)NC1CCSc2ccccc21 (stereo unspecified),-6,-1,-3,0,3,-2,-0.5,105,2,-2
O=C(C(=O)N1CCOCC1)c1cn(CCOc2ccccc2)c2ccccc12,-1,7,-2,-5,-2,-6,-2.5,90,-1,-3
C[C@]12CC[C@@H]3c4ccc(O)cc4C(=O)C[C@H]3[C@@H]1CC[C@@H]2O,-2,7,1,-1,2,-4,-0.4,99,39*,4
COc1ccc(-n2nnc3c(=O)n(CC(=O)Nc4cc(C)on4)cnc32)cc1OC,-3,2,2,-3,-15,-3,-2.5,97,3,-2
O=C(Cn1nnc(-c2cccs2)n1)OC1CCCCC1,-2,2,2,-1,11,-3,-0.3,95,10,-2
O=c1c2c(-c3ccccc3)csc2nc2n1CCC2,-5,5,2,-2,-1,nt,0.7,i,5,0
Cc1oc(-c2ccccc2F)nc1CN1CCC(C(=O)NCc2cccs2)CC1,-1,1,-2,4,27,-9,-0.8,95,-1,0
Cc1cc(C(=O)OC(C(=O)Nc2ccc(C)c(Cl)c2)c2ccccc2)c(C)o1 (stereo unspecified),-7,-17,-7,-3,1,-4,0.8,104,0,2
C=CCCC(=O)N(C)CCO,0,5,2,5,6,-10,0.6,92,-1,1
CCOc1ncccc1C(=O)Nc1nc(SC)ns1,-2,6,0,1,-9,-13,0.6,93,-4,2
Cc1ccc(S(=O)(=O)CCC(=O)NCCN2C(=O)S/C(=C\c3ccccc3)C2=O)cc1,-11,10,0,2,-2,-5,-1.0,98,-4,-2
COc1cccc(OCc2cc(C(=O)N3CCN(C4CCCCC4)C(=O)C3)no2)c1,-6,-7,1,-2,6,-13,0.4,101,-2,1
CC(=O)Nc1ccc(NC(=O)c2c([N+](=O)[O-])cnn2C)cc1,-6,-12,0,8,17,-4,0.3,107,10,-1

# Nothing new here: entries from further up.
SMILES,Cardio protect,ABHD5-PLIN5 inh,Glyco luc inh,HTR2A ag,MC4R antagonist,CaV13 ICDI inh,MC4R barr agon,ABCB6 inh 2,PDI inh,Granule exo inh
COc1cccc(OCc2cc(C(=O)N3CCN(C4CCCCC4)C(=O)C3)no2)c1,-6,-7,1,-2,6,-13,0.4,101,-2,1
CC(=O)Nc1ccc(NC(=O)c2c([N+](=O)[O-])cnn2C)cc1,-6,-12,0,8,17,-4,0.3,107,10,-1

# Compounds from the list above containing a COOH group, in the order listed:
SMILES,Cardio protect,ABHD5-PLIN5 inh,Glyco luc inh,HTR2A ag,MC4R antagonist,CaV13 ICDI inh,MC4R barr agon,ABCB6 inh 2,PDI inh,Granule exo inh
COc1ccc(CC(=O)Nc2cccc(C(=O)O)c2C)cc1,10,3,1,-3,0,-8,0.8,96,-5,4
O=C(O)CCCN1C(=O)c2ccc(Oc3cccc([N+](=O)[O-])c3)cc2C1=O,-7,-4,3,-2,10,-3,1.2,99,0,-2

# (continued)
SMILES,Cardio protect,ABHD5-PLIN5 inh,Glyco luc inh,HTR2A ag,MC4R antagonist,CaV13 ICDI inh,MC4R barr agon,ABCB6 inh 2,PDI inh,Granule exo inh
CNC(=S)Nc1ccc2nc(C)oc2c1,9,8,-2,4,-8,-7,3.1,92,-3,3
COc1cc(NC(=O)c2ccccc2NS(=O)(=O)c2ccc(Cl)s2)cc(OC)c1,-25,-2,-3,0,16,-5,-1.6,100,-3,7
COc1ccc(-n2nnc3c(SCC(=O)N4CCCc5ccccc54)ncnc32)cc1,0,1,-4,0,11,1,-2.6,92,4,3
O=C(COC(=O)CCS(=O)(=O)c1ccccc1)NC(=O)c1ccc(OC(F)F)cc1,7,3,2,7,5,-6,1.2,100,5,-8
COC(=O)c1ccc([N+](=O)[O-])c(CS(=O)(=O)c2ccc(Cl)cc2)c1,3,0,2,4,19,-3,-0.3,99,7,8
CCOC(=O)[C@@H]1[C@H]2COc3ccc(Br)cc3[C@@H]2N2C(=O)N(c3cccc(F)c3)C(=O)[C@@]12C,-3,0,-2,-12,4,-4,-0.1,99,12,-5
CCOC(=O)C(=CNc1cc(OC)ccc1-n1cccc1)C(=O)OCC,20,2,2,8,2,-3,1.8,97,-5,15
CC1CC(C)CN(CCCNC(=O)c2ccc3c(c2)N(Cc2ccccc2)C(=O)c2ccccc2S3=O)C1 (stereo unspecified),-11,13,-6,-12,8,-3,0.5,101,1,17
CCn1c(SCC(=O)Nc2ccc(C)cc2)nnc1-c1ccc(O)cc1,-3,-3,0,-3,5,nt,-1.9,101,9,1
Cc1ccc(NC(=O)CC2C(=O)NC3CCCCC3N2C(=O)c2ccc(F)cc2)cc1C (stereo unspecified),1,4,0,-4,-2,-1,1.1,92,14,0
CC(C)C(C)NC(=O)CN1C(=O)NC(C)(c2ccc3ccccc3c2)C1=O (stereo unspecified),2,-9,11,5,-1,-19,-1.7,101,-4,0
CC(OCc1ccccc1)C(NC(=O)OC(C)(C)C)C(=O)NCC1CCCO1 (stereo unspecified),2,-3,0,0,-3,-3,1.7,94,-9,-4
COc1ccc(Cl)cc1C(=O)Nc1ccc(N(C)C(C)=O)cc1,-5,1,15,2,-1,-4,0.1,97,3,-2
CCOC(=O)c1ccc(NC(=O)c2ccco2)cc1,-2,-1,-3,-3,14,-5,0.6,97,7,5
Cc1cc(N2CCN(c3ccc(F)cc3)CC2)n2ncnc2n1,-1,0,1,-3,16,-13,1.6,102,5,1
COc1ccc(S(=O)(=O)N2CCCCC2)cc1,-5,4,-2,11,-3,-5,5.6,102,-15,3
O=C(NCCCn1ccnc1)c1ccc(-c2cccc(C(F)(F)F)c2)o1,-3,1,0,-16,1,-2,0.5,103,13,5
CN1CCN(C(=O)/C(=C/c2cccs2)NC(=O)c2ccco2)CC1,-15,-2,1,-2,5,-6,-1.0,99,0,-4
CCCCCCCCN1C(=O)[C@H](CC(=O)NCc2cccc(C(F)(F)F)c2)C[C@@]2(C(=O)OC)CC(C)(C)CC=C12,nt,-7,nt,-6,nt,-10,nt,nt,nt,-2
CCn1c(NC(=S)Nc2ccccc2)nc2ccccc21,0,1,0,-1,-6,-5,-1.2,95,5,0
Cc1cccc(C(=O)Nc2sc(-c3ccccc3)cc2C(=O)O)c1,-3,1,6,0,17,-4,-3.4,101,-4,17
CCC(C)[C@H](NC(=O)N1CC(=O)Nc2ccccc21)C(=O)N1CCC[C@@H]1C(=O)O (stereo partly specified),4,1,0,0,7,nt,-2.3,101,nt,-2
CN(C[C@@H](CC1CCCCC1)N(C[C@H](Cc1ccccc1)N(CCc1ccccc1)N=O)N=O)N=O,5,-1,-11,-4,4,-12,-1.8,92,0,8
O=C1CC(SC(=Nc2ccccc2)Nc2ccccc2)C(=O)N1c1ccc(Cl)c(Cl)c1 (stereo unspecified),4,2,0,-1,5,-9,9.7*,89,-4,-1
Brc1cccc(-c2nc3ccc(Br)cn3c2Cc2ccsc2)c1,0,-7,0,0,nt,-7,nt,100,nt,-6
Cc1ccc(C(=O)NCCCc2ccccc2)c(C)c1,-5,-3,-5,-4,5,-6,-1.5,100,-1,0
NC(=O)CN1C(=O)C2C3c4ccccc4C(c4ccccc43)C2C1=O (stereo unspecified),6,-2,0,1,7,-5,-1.1,95,-6,-2
COC(=O)C1=C(C)N(C)C(=S)N(C)C1c1cccc(Br)c1 (stereo unspecified),5,-7,0,1,13,-3,2.0,100,3,-1
Cc1cc(=O)n2nc(N3CCCC3C(=O)NCCCN3CCCCC3)sc2n1 (stereo unspecified),3,4,1,0,4,-7,-1.4,101,-4,-3
CC(C)(C)Cc1cc(N)on1,3,5,2,2,15,1,3.3,101,3,0
COC(=O)c1sc(N2C(=O)C(O)=C(C(=O)c3ccc(C)o3)C2c2cc(OC)ccc2OC)nc1C (stereo unspecified),-1,-30,-1,9,20,-1,-0.8,101,-2,-2
OC(COc1ccc(CN2CCCCO2)cc1)CN1CCCCC1 (stereo unspecified),2,5,0,0,8,-7,-1.3,102,2,-5
CCOC(=O)C1CCCN(C(=O)Cn2nc(C)n3c(cc4c(OC)cccc43)c2=O)C1 (stereo unspecified),4,-4,2,6,9,-2,-1.3,98,-14,2
CCc1nnc(NC(=O)CCC(=O)Nc2ccc(C)cc2)s1,16,2,1,0,14,-14,-3.0,104,9,-3
O=C1C2Sc3[nH]c(=O)sc3C(c3cc([N+](=O)[O-])ccc3O)C2C(=O)N1c1ccccc1 (stereo unspecified),12,-6,2,3,11,-3,-1.4,96,1,-2
O=C(Nc1ccccc1)C1=C(O)CC(c2ccc(Cl)cc2)N2CCN=C12 (stereo unspecified),-1,1,1,-2,13,-7,-1.2,108,-22,0
Cc1ccc(S(=O)(=O)N2[C@@H](c3ccc(C(C)(C)C)cc3)C(C(=O)O)=CC[C@H]2c2ccc(Cl)cc2)cc1,-9,-11,-2,3,8,-5,6.0,100,7,-3

# Screening data as filed in PubChem.
